PolyA inh: blocks polyadenylation in yeast reporter cells. actives 0.02% (n = 300,000). calls only at 12 µM. AID 1875. S. cerevisiae SKY197-pL101 polyadenylation reporter, beta-gal luminescence; efflux-impaired pdr1/pdr3 knockout yeast; score 100 = 6 SD above DMSO;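 active = lowest replicate activity score at least 50, where 100 means six control SD above control mean; inconclusive = lowest score under 50 but half or more replicates reach 50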;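 note: yeast exposed to compound for 9 h at 30 °C; higher score means more reporter readthrough which indicates perturbed polyadenylation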
AI-2 QS mod: modulators of Vibrio harveyi AI-2 quorum sensing system; actives 0.4% (n = 300,000); AID 2094; Vibrio harveyi JMH597 AI-2 luminescence/OD600 ratio, 9 h; hits give low values; strain lacks LuxN and CqsS sensors; 0 = neutral-control median; activity change, % at 7.5 µM; in the data active = activity change below about -75%, passing the limit was not always enough; inconclusive = no clear call, values can overlap the other calls;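 note: luminescence divided by OD600 gain over 9 h not by final OD600 alone; inactives centre near 13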
HSF1 inh: HSF1 inhibition; NIH3T3-HGL HSE-luciferase, MG132-induced, luminescence 8 h; hits give low values; actives 0.77% (n = 300,000); AID 2098; activity change, negative = inhibition, % at 7.5 µM (by protocol);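 active = more than half of replicate wells show activity change below -50%, luminescence cut by over half; inconclusive = some wells, but at most half, below -50%; inactive = no replicate well below -50%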;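 note: luciferase reports HSF-1 transcriptional activity via heat shock element; 0% = median of DMSO wells and -100% = zero luminescence signal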
GSK3A inh: blocks human GSK-3 alpha kinase; P49840; ADP-Glo luminescence, 60 min; inhibition, % at 10 µM; actives 0.1% (n = 320,000);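 in the data active = inhibition above about 50%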;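 note: GST-tagged GSK-3 alpha with peptide substrate and 25 µM ATP; 0% = DMSO neutral wells and 100% = GW8510 positive control wells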
Target sequence (P49840 whole entry, looked up): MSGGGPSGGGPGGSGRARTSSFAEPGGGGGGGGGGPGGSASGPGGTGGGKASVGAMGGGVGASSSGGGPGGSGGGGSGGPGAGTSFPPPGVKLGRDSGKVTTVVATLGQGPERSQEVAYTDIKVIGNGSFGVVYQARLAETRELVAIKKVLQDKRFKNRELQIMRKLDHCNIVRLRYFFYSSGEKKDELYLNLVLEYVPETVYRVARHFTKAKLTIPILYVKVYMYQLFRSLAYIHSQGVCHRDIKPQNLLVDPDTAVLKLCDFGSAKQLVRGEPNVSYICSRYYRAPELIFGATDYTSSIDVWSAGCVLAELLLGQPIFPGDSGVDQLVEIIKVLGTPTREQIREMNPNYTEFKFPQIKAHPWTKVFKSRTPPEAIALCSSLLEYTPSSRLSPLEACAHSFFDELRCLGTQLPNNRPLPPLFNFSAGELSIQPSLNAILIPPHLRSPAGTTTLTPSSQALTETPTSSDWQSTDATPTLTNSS
KLF5 inhibitor: kruppel-like factor 5 inhibition | inhibition, % at 5 µM | actives 0.23% (n = 290,000) | AID 1700 | DLD-1 KLF5 promoter-luciferase reporter, luminescence;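 active = inhibition above a per-plate limit of that plate's mean compound inhibition plus 3 SD, cut at about 60% in these data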;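 note: 0% = DMSO wells and 100% = LY294002 at 200 µM; higher means less KLF5 promoter-driven luciferase light; inactives centre near -14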
IEC-6 tox: counter-screen for KLF5 inhibitors: cytotoxicity in IEC-6 cells; IEC-6 cytotoxicity, luminescence viability; inhibition, % at 5 µM; actives 0.78% (n = 290,000); AID 1825; in the data active = inhibition above about 22%;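 note: 0% = plate median of test compound wells and 100% = cytotoxic reference compound wells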
HSP90 inh: inhibitors of HSP90 luciferase refolding in rabbit reticulocyte lysate; actives 0.91% (n = 290,000); inhibition, % at 5.6 µM; luciferase refolding luminescence, 3 h;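 active = inhibition above the screen-wide mean plus 3 SD, computed separately per campaign, cut at about 16% in these data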;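 note: 0% = DMSO wells and 100% = 60 µM geldanamycin wells; inhibitors lower the luminescence because luciferase stays unfolded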
HSF-1 act: increases HSF-1 driven luciferase reporter signal; NIH3T3-HGL HSF-1 luciferase reporter, MG132, 8 h; 100% = twice DMSO control signal; activation, % at 9 µM; actives 1.7% (n = 300,000); AID 504408;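 active = mean replicate activation of at least 50% with a set share of replicates each reaching 50%; inconclusive = only one of those two conditions met; inactive = mean below 50% and too few replicates reaching it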;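 note: 0% = median of the neutral control wells and 100% = twice that signal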
GSK3B inh: human GSK3beta kinase inhibition | activity score (negative = inhibition), % at 10 µM | P49841 | actives 0.038% (n = 300,000) | AID 2097 | GST-GSK3beta kinase, ADP-Glo luminescence, 60 min; hits give low values;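 active = more than half of replicate wells score below -50%, meaning over 50% inhibition versus plate controls; inconclusive = some replicates but at most half score below -50%; inactive = no replicate scores below -50%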;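 note: 0% = median DMSO wells and -100% = median GW8510 positive control wells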
Target sequence (P49841 whole entry, looked up): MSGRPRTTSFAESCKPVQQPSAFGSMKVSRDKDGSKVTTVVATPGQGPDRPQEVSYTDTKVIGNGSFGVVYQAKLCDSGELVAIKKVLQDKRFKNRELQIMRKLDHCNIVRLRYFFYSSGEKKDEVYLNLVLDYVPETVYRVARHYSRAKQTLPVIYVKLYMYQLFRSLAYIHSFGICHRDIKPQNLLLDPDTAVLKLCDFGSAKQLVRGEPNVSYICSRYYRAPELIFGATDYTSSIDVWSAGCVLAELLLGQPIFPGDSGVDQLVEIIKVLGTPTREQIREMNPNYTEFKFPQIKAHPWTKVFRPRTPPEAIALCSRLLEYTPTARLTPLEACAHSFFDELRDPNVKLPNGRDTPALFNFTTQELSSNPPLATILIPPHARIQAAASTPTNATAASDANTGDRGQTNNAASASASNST
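Assay system: GST-tagged human GSK3beta kinase, cell-free; Input: 1.6 ng GSK3beta; Medium: Tris/MgCl2 kinase buffer; Timing: 60 min enzyme reaction, room temperature; Signal: ADP-Glo luminescence quantifying ADP generated by kinase; Evaluation: score relative to plate controls; Benchmarks: DMSO neutral wells and GW8510 at 20 µM as positive.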
aSyn UTR inh: 5' untranslated region of α-synuclein, MLPCN primary screen; alpha-synuclein 5'UTR reporter, inhibitor activity; inhibition, % (tested at 7.5 µM); actives 0.82% (n = 300,000); in the data active = inhibition above about 60%; inconclusive = no clear call, values can overlap the other calls;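 note: H4 neuroglioblastoma cells stably carrying SNCA 5'UTR luciferase fusion; 0% = DMSO wells and 100% = positive control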
An asterisk follows results filed as active; i = inactive; ? = inconclusive; / = no result given. The list is partial; count on the stated rates, not on these rows.

SMILES	PolyA inh	AI-2 QS mod	HSF1 inh	GSK3A inh	KLF5 inhibitor	IEC-6 tox	HSP90 inh	HSF-1 act	GSK3B inh	aSyn UTR inh
C=CCc1c(C)nc(C)nc1N/N=C/c1ccccc1O	i	23	-1	0	7	6	5	-1	2	-17
Cc1c(-c2ccccc2)oc2c(C(=O)N3CCN(c4ccc([N+](=O)[O-])cc4)CC3)cccc2c1=O	i	27	-36	7	-4	0	21*	-42	1	21
CCCn1c(O)c(N=NC(=O)CNC(=O)Cc2ccc(OC)cc2)c2ccccc21	i	-11	-3	-10	-12	-3	0	2	3	24
Cc1cc(N2C(=O)C(=O)/C(=C(/O)c3ccc(Cl)cc3)C2c2cccc(Br)c2)no1 (centres undefined)	i	17	-2	2	-2	-6	-5	-13	-8	10
CC(=O)Nc1cc(S(=O)(=O)Nc2ccccc2C)c(C)cc1C	i	22	2	-3	-28	4	3	-14	-1	16
CC1CC(O)(Cc2ccccc2)C(C)CN1C (centres undefined)	i	3	-2	/	-9	-2	-2	-8	3	4
Cc1ccc(C(=O)N(CC(=O)NC2CCCCC2)c2ccccc2F)s1	i	-6	-1	-2	14	-7	0	5	1	-1
CCN(CC)S(=O)(=O)c1ccc(/C=C/C(=O)OCC(=O)Nc2ccc(C(N)=O)cc2)cc1	i	23	-3	-3	-4	0	4	-15	1	7
CNC(=S)N1CCC(NC(=O)C(Cc2ccccc2)NC(C)=O)CC1 (centres undefined)	i	23	-8	2	3	-3	0	-3	-3	2
O=C(Nn1cc(C(=O)N2CCN(c3ccccc3F)CC2)c2ccccc2c1=O)c1cnccn1	i	15	-5	-2	19	24*	-1	16	0	15
O=C(Oc1ccc(-c2nc(-c3ccccn3)no2)cc1)c1ccccc1	i	66	10	3	-90	3	3	38	0	54
COc1ccc(NC(=O)COC(=O)c2ccc(O)cc2)c([N+](=O)[O-])c1	i	-4	3	0	-1	2	-4	0	0	21
O=C(NCCc1ccccc1F)/C(=C/c1cccnc1)NC(=O)c1ccccc1	i	7	-4	0	-22	6	-4	17	-3	0
CCOc1ccc(OCCSc2nc3ccccc3c(=O)[nH]2)cc1	i	28	0	-3	-3	2	0	1	-4	7
C=CCn1c(SCC(=O)Nc2ccccc2)nnc1-c1cccc(S(=O)(=O)N2CCOCC2)c1	i	7	3	1	-1	2	1	28	1	8
CCCC(=O)Nc1ccc2oc(-c3cncc(Br)c3)nc2c1	i	7	22	-2	-100	2	-6	18	-3	-94
Cc1ccc2nc(S(=O)(=O)O)[nH]c2c1	i	27	-3	3	-11	4	0	0	0	-9
O=C(c1ccc(F)cc1)N(Cc1cccs1)C1CCS(=O)(=O)C1 (centres undefined)	i	6	-4	-1	-10	6	-3	-10	1	7
CCNC(=S)N/N=C/c1ccc(OCC(=O)Nc2ccc(OC)cc2)c(OC)c1	i	10	-7	-3	-37	3	0	-3	0	26
CCOc1ccccc1CNC(=O)Cn1ccc2cc(S(=O)(=O)N3CCCC3)ccc21	i	7	5	0	-16	2	0	1	2	3
CC(NC(=O)COC(=O)/C=C/c1ccc([N+](=O)[O-])cc1)c1ccccc1 (centres undefined)	i	-2	7	2	-17	-5	0	11	1	-35
COc1ccc(C(=O)NC2(C(F)(F)F)C(=O)Nc3c2c(=O)[nH]c(=O)n3CCc2ccc(OC)c(OC)c2)cc1 (centres undefined)	i	4	-15	-1	-60	1	2	-12	-5	-3
COc1ccccc1-n1c(SCC(=O)Nc2ccc(F)cc2)nc2c(c1=O)SCC2	i	19	-3	-1	2	6	2	-13	0	-16
S=C(c1c[nH]c2ccccc12)N1CCCC1	i	29	4	-2	-51	-4	1	-7	-3	4
CCCCCCCCCCNC(=O)C(=O)Nc1ccccn1	i	11	4	-1	-1	4	11	-12	0	7
Next part
SMILES	PolyA inh	AI-2 QS mod	HSF1 inh	GSK3A inh	KLF5 inhibitor	IEC-6 tox	HSP90 inh	HSF-1 act	GSK3B inh	aSyn UTR inh
CCOc1ccc(NS(=O)(=O)c2ccc3[nH]c(=O)oc3c2)cc1	i	8	-3	0	-8	0	-4	4	-1	9
OCCCNC(=S)Nc1ccc2nccnc2c1	i	18	-3	5	-17	-2	-4	-2	1	-34
COc1cccc(N2CC(C(=O)Nc3nnc(SCC(=O)N4CCCC4)s3)CC2=O)c1 (centres undefined)	i	14	-2	-1	-4	4	0	-13	2	0
C=CCn1c(SCC(=O)NC2CCS(=O)(=O)C2)nnc1-c1ccncc1 (centres undefined)	i	-6	5	1	-8	0	1	-18	-6	-1
Cc1cc(C(=O)COC(=O)c2ccc(Br)o2)c(C)n1C	i	17	22	-1	7	1	0	?	0	-112
C=COCCNC(=S)N1CCOCCOCCN(C(=S)NCCOC=C)CCOCCOCC1	i	5	0	0	18	-1	0	10	0	12
CCNS(=O)(=O)c1ccc(NC(=O)Nc2cccc(OC)c2)cc1	i	-54	0	1	-38	0	-1	0	0	-53
O=C(NNS(=O)(=O)c1ccccc1[N+](=O)[O-])c1ccccc1[N+](=O)[O-]	i	20	-2	2	-29	10	1	8	0	3
Nc1ccnn1-c1ccccc1	i	40	1	5	-15	3	-3	23	3	-12
CC1(C)Cc2[nH]c(=O)c(C#N)cc2CS1	i	5	-2	6	15	3	0	-7	3	-10
CC(C)c1csc(CN2CCN(Cc3ccccc3)C(CCO)C2)n1 (centres undefined)	i	-1	-6	-3	-14	-1	4	-6	2	29
COc1ccc(NC(=O)c2cccc(N3C(=O)C4C5C=CC(C5)C4C3=O)c2)cc1Cl (centres undefined)	i	37	-2	1	-23	3	3	18	0	-20
COc1ccc(NC(=O)c2ccccc2SC)c(OC)c1	i	13	-4	-1	-20	-2	0	4	-6	-10
O=C(O)c1ccc(S(=O)(=O)N(Cc2ccccc2)Cc2ccccc2)cc1	i	13	-10	-5	-3	-9	-5	-16	1	-14
CC1(OC(=O)C2CCCC2)C(=O)C=C2C=C(c3ccsc3)N(C(CO)CO)C=C2C1=O (centres undefined)	i	30	-4	0	/	/	/	-6	0	-5
O=C(Nc1ccc([N+](=O)[O-])cc1)N1CCCCCC1	i	12	2	1	-64	4	1	15	1	-34
O=C(COc1ccc2c3c(c(=O)oc2c1)CCC3)NCC1CCC(C(=O)O)CC1 (centres undefined)	i	25	-2	6	-29	3	-2	-22	2	-9
COc1ccc(CNC(=O)c2c(-c3c(F)cccc3Cl)noc2C)cc1	i	11	-10	-1	-11	-6	6	0	1	5
Cc1nnnn1/C(=C\c1ccccc1)C(=O)OCC(=O)N(C)C1CCS(=O)(=O)C1 (centres undefined)	i	27	7	0	5	-4	2	-3	4	9
COCCCNC(=O)CSC1=Nc2ccccc2C2=NC(CC(=O)NCc3ccccc3)C(=O)N12 (centres undefined)	i	25	-4	-2	2	-6	0	-4	1	-7
O=C(NC1CCCCCC1)c1cc(=O)[nH]c2ccc(S(=O)(=O)N3CCOCC3)cc12	i	42	0	1	-10	-4	-1	10	-3	-11
Cc1nc2c(Cl)cccc2c2c1CC(CBr)O2 (centres undefined)	i	32	-1	0	2	5	-2	-2	1	32
CCC(CC)C(=O)Nc1cc(C(=O)OC)cc(C(=O)OC)c1	i	12	-3	2	-30	-3	1	-2	4	8
O=C(NCc1ccco1)c1sc2cc(F)ccc2c1Cl	i	27	11	0	-33	2	3	11	1	-58
Cc1[nH]n(-c2ccccc2)c(=O)c1/C=N/n1c(C)nc2ccccc2c1=O	i	17	2	0	-5	4	-3	19	3	-8
New compounds follow:
SMILES	PolyA inh	AI-2 QS mod	HSF1 inh	GSK3A inh	KLF5 inhibitor	IEC-6 tox	HSP90 inh	HSF-1 act	GSK3B inh	aSyn UTR inh
Cc1cc(Cl)ccc1OCCCC(=O)NNC(=O)c1ccccc1O	i	5	9	1	/	/	/	-1	2	7
CCn1c(=S)[nH]c2cc(C(=O)O)ccc21	i	19	-1	0	2	4	-3	3	2	-2
O=c1ccc(-c2ccccc2)n[nH]1	i	36	-8	0	-7	-3	3	-11	5	16
C/C(Cl)=C/Cn1c(SC(C)C)nc2c1c(=O)[nH]c(=O)n2C	/	/	/	-2	-16	6	2	/	/	/
O=C(c1cccc(S(=O)(=O)N2CCCC2)c1)N1CCCc2ccccc21	i	8	0	-1	4	0	1	18	2	-12
Cc1ccc(NS(=O)(=O)c2ccc(CCC(=O)N3CCOCC3)cc2)cc1	i	10	1	-2	-25	-1	-1	3	2	10
Cc1ccc(N(CC(=O)NC2CCCCC2)C(=O)CNC(=O)c2ccco2)cc1C	i	4	3	0	-7	-3	2	-2	-1	-2
O=C(OCCN1CCN(c2ncc(C(F)(F)F)cc2Cl)CC1)c1ccc(Cl)cc1	i	20	-80*	-5	-10	-2	-3	-84	5	1
COc1ccc(C(=O)NCCn2cc(SCC(=O)N3CCOCC3)c3ccccc32)cc1	i	3	-12	-2	-13	2	47*	-15	-5	-16
O=c1c(-c2ccccc2)nnc2sc(COc3ccc(Br)cc3)nn12	i	6	3	-2	-30	-1	1	-1	3	1
CC(OC(=O)c1ccc2ccccc2n1)C(=O)Nc1ccc(N2CCOCC2)cc1 (centres undefined)	i	/	8	-3	-13	0	2	16	/	-20
Cc1ccc(CNC(=O)Nc2ccc(C)cc2)cc1	i	-33	10	/	-24	3	0	25	-2	-75
COc1ccccc1N1CCN(S(=O)(=O)CCNC(=O)c2ccc(OC(C)C)cc2)CC1	i	37	-4	0	-32	1	-7	-1	-1	-14
CC1CCCC(NC(=O)C2N(CCCN3CCCC3)C(=O)C3C(C(=O)Nc4cccc(Cl)c4)C4C=CC32O4)C1C (centres undefined)	i	15	-2	-1	-18	-10	1	0	-5	-15
CCOC(=O)c1c(N)c2cc([N+](=O)[O-])cnc2n1C	i	27	12	-2	4	0	1	?	5	31
COc1cccc(NC(=O)CN(C)C(C)C(=O)Nc2ccc(S(=O)(=O)N3CCOCC3)cc2)c1 (centres undefined)	i	5	-5	-1	-18	5	3	-9	3	-5
Cc1ccc(N2CCN(c3cc(C)nc4nc(C)nn34)CC2)c(C)c1	i	11	0	2	-16	-2	1	1	3	17
COc1ccc(NC(C(=O)Nc2cccc(C(C)=O)c2)c2ccccc2)cc1 (centres undefined)	i	12	-2	-2	-44	-2	3	1	1	-19
CCOc1ccccc1OCCC(=O)Nc1ccc(F)c(Cl)c1	i	23	5	3	-24	7	-2	34	0	-7
Cc1cccc(NC(=O)N2CCCC2C(=O)NCc2cccs2)c1 (centres undefined)	i	22	2	/	-24	-1	0	-8	1	-8

Compound activity from PubChem BioAssay.
